Screening results (PubChem)
DENV2 CPE: inhibitors of DENV2 cytopathic effect. 350,000 compounds, 1.7% hits. AID 651640. DENV2-infected cells, cytopathic effect rescue, plate reader. CPE inhibition, % at 9.99 µM; in the data active means CPE inhibition above about 20%, passing the limit was not always enough; inconclusive means no clear call, values can overlap the other calls; tested in BHK-21 cells;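 further: 0% = median of neutral control wells and 100% = median of positive control wells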
miR-122 sensor: inhibitors of miR-122 in Huh7 cells; 340,000 compounds, 0.3% hits; activation (reporter increase), % at 12.5 µM; AID 602342; Huh7 miR-122 Renilla luciferase sensor, 48 h; neutral wells = 0, positive control = 100;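 active means mean replicate activation score at least 90 and every replicate individually at or above 90; inconclusive means only one of the two criteria met; inactive means neither criterion met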;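 further: higher luciferase means less miR-122 activity so hits act as miR-122 inhibitors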
ERAP1 HTS inh: blocks human ERAP1 aminopeptidase activity | Q9NZ08 | recombinant ERAP1, Leu-AMC fluorescence, 60 min | inhibition, % at 10.7 µM | 340,000 compounds, 0.15% hits;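 active means mean replicate inhibition of at least 30%, or all replicates individually reaching that 30% level; inactive means mean below 30% and not every replicate reaching it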;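 further: 0% = neutral control wells and 100% = L-leucinethiol positive control wells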
Casp6 inh: inhibitors of human caspase-6; purified caspase-6, Z-VEID-R110 cleavage fluorescence; inhibition, % at 12.5 µM; AID 686996; 350,000 compounds, 0.53% hits; P55212;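 active means mean inhibition across replicates at least about 35%, with every replicate also reaching that limit, limit read from the data; inconclusive means only one of the two criteria met; inactive means neither criterion met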;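 further: 0% = median of neutral control wells and 100% = no fluorescence left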
Target sequence (P55212 24-179 limits assumed): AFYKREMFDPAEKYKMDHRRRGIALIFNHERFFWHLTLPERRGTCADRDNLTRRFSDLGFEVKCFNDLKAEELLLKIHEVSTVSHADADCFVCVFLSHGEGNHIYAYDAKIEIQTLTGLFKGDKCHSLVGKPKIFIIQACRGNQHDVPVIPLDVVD
Target sequence (P55212 194-293 limits assumed): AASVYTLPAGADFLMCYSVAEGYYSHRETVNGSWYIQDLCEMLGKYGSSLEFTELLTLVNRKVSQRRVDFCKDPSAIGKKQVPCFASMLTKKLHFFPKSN
SIRT5 inh: blocks human SIRT5 desuccinylation of peptide; inhibition, % at 15 µM; Purified SirT5, succinyl-peptide AMC, trypsin-coupled fluorescence; 330,000 compounds, 1.1% hits; in the data active means inhibition above about 15%; inconclusive means no clear call, values can overlap the other calls
Target sequence (Q9NXA8 whole entry, looked up): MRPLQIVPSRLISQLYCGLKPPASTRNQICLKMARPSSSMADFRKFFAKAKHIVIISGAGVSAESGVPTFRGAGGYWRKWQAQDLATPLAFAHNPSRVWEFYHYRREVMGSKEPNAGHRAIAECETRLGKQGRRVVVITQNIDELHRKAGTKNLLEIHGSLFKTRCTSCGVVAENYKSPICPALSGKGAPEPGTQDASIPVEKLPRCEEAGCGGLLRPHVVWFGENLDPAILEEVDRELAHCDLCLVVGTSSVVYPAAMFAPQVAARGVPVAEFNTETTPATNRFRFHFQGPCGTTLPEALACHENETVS
ERp5 block: ERp5 (human) disulfide isomerase inhibition; ERp5 insulin aggregation, absorbance 650 nm, 90 min; inhibition, % at 9.99 µM; 350,000 compounds, 0.05% hits; AID 651711;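 active means mean replicate inhibition above about 25%, with every replicate also reaching it, limit read from the data, passing the limit was not always enough; inconclusive means only one of those two criteria met; inactive means neither criterion met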
Target sequence (Q15084 whole entry, looked up): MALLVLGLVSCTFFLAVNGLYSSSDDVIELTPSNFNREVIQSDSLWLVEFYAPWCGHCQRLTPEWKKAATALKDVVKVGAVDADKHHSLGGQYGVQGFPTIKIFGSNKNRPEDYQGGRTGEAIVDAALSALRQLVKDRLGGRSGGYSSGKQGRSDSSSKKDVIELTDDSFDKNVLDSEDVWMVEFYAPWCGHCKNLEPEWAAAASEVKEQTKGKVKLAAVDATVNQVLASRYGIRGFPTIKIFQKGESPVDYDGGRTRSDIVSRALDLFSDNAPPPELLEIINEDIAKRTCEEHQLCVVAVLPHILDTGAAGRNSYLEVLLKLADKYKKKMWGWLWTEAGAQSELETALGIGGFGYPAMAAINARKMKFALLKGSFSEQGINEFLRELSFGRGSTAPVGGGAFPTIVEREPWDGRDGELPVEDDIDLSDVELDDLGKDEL
CFTR F508del cor: CFTR F508del correction in bronchial cells; 350,000 compounds, 0.36% hits; CFBE cells, YFP halide quenching; stimulated with forskolin plus potentiator P3; % fluorescence drop versus neutral controls; activity (quench increase), % at 7.58 µM;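 active means mean added fluorescence quench of at least 8% versus neutral control, with both replicates also reaching 8%; inconclusive means only one of the mean or replicate conditions met; inactive means mean below 8% and not both replicates reaching 8%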;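 further: cells transiently co-express mutant CFTR-F508del with the halide-sensitive YFP; corrector assay measuring rescue of mutant channel to the surface after 24 h compound exposure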
* hit, by the source's call; & = joins results of further samples; [ ] = remark or other dose.

How did Brc1ccccc1-c1nnc(COc2ncnc3ccccc23)o1 do in these assays?
DENV2 CPE: 5; miR-122 sensor: -2; ERAP1 HTS inh: 1; Casp6 inh: 0; SIRT5 inh: 0; ERp5 block: 3; CFTR F508del cor: 1.1

How did Cc1cc(C(=O)N/N=C\c2cc(C(C)(C)C)c(O)c(C(C)(C)C)c2)n[nH]1 do in these assays?
DENV2 CPE: -1; ERAP1 HTS inh: -2; Casp6 inh: 1; SIRT5 inh: -2; ERp5 block: 2; CFTR F508del cor: 2.8

Results for CC(=O)c1ccc(S(=O)(=O)N2CCC(NC(=O)Nc3cccc(F)c3)CC2)cc1 ?
DENV2 CPE: -3; ERAP1 HTS inh: -8; Casp6 inh: 1; SIRT5 inh: -2; ERp5 block: 0; CFTR F508del cor: 0.1

Results for Cc1ccc(S(=O)(=O)N(C)C[C@H]2Oc3ccc(NS(=O)(=O)c4c(C)noc4C)cc3C(=O)N([C@@H](C)CO)C[C@H]2C)cc1 ?
DENV2 CPE: 4; miR-122 sensor: -5[16.7 µM]; ERAP1 HTS inh: 1; Casp6 inh: 0; SIRT5 inh: -7; ERp5 block: 2; CFTR F508del cor: 0.1

How did Nc1c(-c2ccccc2)c(CN2CCOCC2)nn1-c1ccccc1 do in these assays?
DENV2 CPE: -4; ERAP1 HTS inh: 1; Casp6 inh: 2; SIRT5 inh: -4; ERp5 block: 3; CFTR F508del cor: 2.6

How did CS(=O)(=O)N1CC2(C1)[C@H](c1ccccc1)[C@H](CO)N2Cc1ccccc1 do in these assays?
DENV2 CPE: -7; ERAP1 HTS inh: 1; Casp6 inh: 0; SIRT5 inh: -5; ERp5 block: 0; CFTR F508del cor: -0.2

Results for C[C@H](CO)N1C[C@H](C)[C@@H](CN(C)Cc2ccc(C(=O)O)cc2)Oc2ccc(NS(=O)(=O)c3cccs3)cc2C1=O ?
DENV2 CPE: 15; miR-122 sensor: 0[16.7 µM]; ERAP1 HTS inh: 0; Casp6 inh: 1; SIRT5 inh: -13; ERp5 block: -2; CFTR F508del cor: -4.0

Results for CN1C(=O)c2cc(NC(=O)c3ccccc3)ccc2OC[C@H]2O[C@@H](CC(=O)O)CC[C@H]21 ?
DENV2 CPE: 3; miR-122 sensor: -3[16.7 µM]; ERAP1 HTS inh: 2; Casp6 inh: 0; SIRT5 inh: 2; ERp5 block: 1; CFTR F508del cor: -0.5

How did CCCCn1c(N)c(N(CCOC)C(=O)COC(=O)CNC(=O)c2ccc(Cl)c(Cl)c2)c(=O)[nH]c1=O do in these assays?
DENV2 CPE: -12; ERAP1 HTS inh: -1; Casp6 inh: 0; SIRT5 inh: -3; ERp5 block: 1; CFTR F508del cor: -1.1

How did C[C@H](CO)N1C[C@H](C)[C@H](CN(C)Cc2ccc3c(c2)OCCO3)OCc2cnnn2CCCC1=O do in these assays?
DENV2 CPE: 15; miR-122 sensor: -1[16.7 µM]; ERAP1 HTS inh: 1; Casp6 inh: 1; SIRT5 inh: -12; ERp5 block: 2; CFTR F508del cor: -0.3

Results for COC(=O)/C(=C1/Oc2cc3c(cc2S1)OCO3)C(F)(F)F ?
DENV2 CPE: 1; ERAP1 HTS inh: 0; Casp6 inh: -8; SIRT5 inh: -4; ERp5 block: 0; CFTR F508del cor: -2.5

Results for COc1ccccc1-c1ccc(C2[C@@H]3CN(S(=O)(=O)c4ccccc4C)C[C@H]2N3)cc1 (stereo not given in full) ?
DENV2 CPE: 8&0; ERAP1 HTS inh: -6&-4; Casp6 inh: -1&-1; SIRT5 inh: 13; ERp5 block: 1&7; CFTR F508del cor: 0.0&-2.1

How did N/C(=N\OC(=O)c1ccc2c(c1)OCO2)c1ccncc1 do in these assays?
DENV2 CPE: 0; miR-122 sensor: -2; Casp6 inh: 2; SIRT5 inh: 5; ERp5 block: -7; CFTR F508del cor: 0.5

How did Cc1ccc(S(=O)(=O)N(C)C[C@H]2Oc3c(NC(=O)Nc4c(C)noc4C)cccc3C(=O)N([C@H](C)CO)C[C@@H]2C)cc1 do in these assays?
DENV2 CPE: -1; miR-122 sensor: 4[16.7 µM]; ERAP1 HTS inh: -4; SIRT5 inh: -4; ERp5 block: -9; CFTR F508del cor: 1.4

How did O=C(C[C@@H]1CC[C@H](NS(=O)(=O)c2ccc(F)cc2)[C@@H](CO)O1)N1CCC(Cc2ccccc2)CC1 do in these assays?
DENV2 CPE: 2; ERAP1 HTS inh: -1; Casp6 inh: -2; SIRT5 inh: 3; ERp5 block: -2; CFTR F508del cor: 2.5

What do the screens show for `COc1ccc(NC(=O)N(C)C[C@@H]2Oc3ccc(NC(=O)Nc4cccc5ccccc45)cc3CC(=O)N([C@@H](C)CO)C[C@H]2C)cc1`?
DENV2 CPE: -7; miR-122 sensor: -10[16.7 µM]; ERAP1 HTS inh: -3; Casp6 inh: 0; SIRT5 inh: 1; ERp5 block: -5; CFTR F508del cor: 1.1

What do the screens show for `COc1ccc(NC(=O)CSCC(=O)Nc2cc(Cl)ccc2N2CCOCC2)cc1`?
DENV2 CPE: -12; miR-122 sensor: -4; ERAP1 HTS inh: 0; Casp6 inh: -2; SIRT5 inh: -2; ERp5 block: 4; CFTR F508del cor: -2.0

Results for COc1ccc(CC(=O)N2CC3(C)CC2CC(C)(C)C3)cc1 (stereo not given) ?
DENV2 CPE: 2; ERAP1 HTS inh: -3; Casp6 inh: -3; SIRT5 inh: -1; ERp5 block: -2; CFTR F508del cor: -0.3

Results for COc1ccc(-c2ccc([C@@H]3[C@@H](C#N)N(C(=O)c4cccnc4)[C@H]3CO)cc2)cc1 ?
DENV2 CPE: 17; ERAP1 HTS inh: 0; Casp6 inh: 0; SIRT5 inh: -3; ERp5 block: 0; CFTR F508del cor: 0.0

How did CCOc1ccc(CN(C(=O)c2cccs2)C2CCS(=O)(=O)C2)cc1 (stereo not given) do in these assays?
DENV2 CPE: 6; ERAP1 HTS inh: -1; Casp6 inh: -3; SIRT5 inh: 1; ERp5 block: -2; CFTR F508del cor: 0.4

How did COCC(=O)N(C)C[C@H]1Oc2ncc(C#Cc3ccc(F)cc3)cc2C(=O)N([C@H](C)CO)C[C@@H]1C do in these assays?
DENV2 CPE: 0; ERAP1 HTS inh: 2; Casp6 inh: -3; SIRT5 inh: 3; ERp5 block: 2; CFTR F508del cor: 0.9

What do the screens show for `COC(=O)[C@]12C[C@H](CC(=O)NCCCCc3ccccc3)C(=O)N(Cc3ccccc3)C1=C[C@H](C1CCCC1)O[C@@H]2C`?
DENV2 CPE: -5; ERAP1 HTS inh: 0; Casp6 inh: 1; ERp5 block: -1; CFTR F508del cor: 0.0

Results for COc1ccc(S(=O)(=O)N(C)C[C@@H]2Oc3c(NS(=O)(=O)c4ccccc4)cccc3C(=O)N([C@@H](C)CO)C[C@@H]2C)cc1 ?
DENV2 CPE: -6; miR-122 sensor: 6[16.7 µM]; ERAP1 HTS inh: 1; SIRT5 inh: -4; ERp5 block: 17; CFTR F508del cor: 1.4

Results for CCCCNC(=O)COc1ccccc1C(=O)c1cc(C#N)c(=O)n(CCOC)c1 ?
DENV2 CPE: 8; miR-122 sensor: -3; ERAP1 HTS inh: 4; Casp6 inh: -2; SIRT5 inh: -1; ERp5 block: 6; CFTR F508del cor: 3.7

What do the screens show for `O=C(c1ccc(Br)cc1)N1CCCC(c2nc(-c3cccs3)no2)C1` (stereo not given)?
DENV2 CPE: 2; ERAP1 HTS inh: -1; Casp6 inh: 0; SIRT5 inh: -2; ERp5 block: 1; CFTR F508del cor: -1.6

Results for Cc1ccc(S(=O)(=O)N(C)C[C@H]2Oc3ccc(NC(=O)CCCN(C)C)cc3C(=O)N([C@@H](C)CO)C[C@H]2C)cc1 ?
DENV2 CPE: -1; miR-122 sensor: -1[16.7 µM]; ERAP1 HTS inh: -1; Casp6 inh: 1; SIRT5 inh: -5; ERp5 block: 0; CFTR F508del cor: 1.0

How did COc1ccc(CCNC(=O)Cn2nc(C(=O)O)c3ccccc3c2=O)cc1OC do in these assays?
DENV2 CPE: -1; ERAP1 HTS inh: 2; Casp6 inh: -1; SIRT5 inh: -1; ERp5 block: 0; CFTR F508del cor: -0.1

What do the screens show for `CC1(C)CC(NC(=O)C2CCN(S(=O)(=O)c3cccc(C(F)(F)F)c3)CC2)CC(C)(C)N1`?
DENV2 CPE: -3; miR-122 sensor: -10; ERAP1 HTS inh: 1; Casp6 inh: 1; SIRT5 inh: -2; ERp5 block: 3; CFTR F508del cor: 0.6

How did COc1ccc(C)c2sc(=NC(=O)c3ccc(C(C)=O)cc3)n(C)c12 do in these assays?
DENV2 CPE: inconclusive; ERAP1 HTS inh: -2; Casp6 inh: 0; SIRT5 inh: -2; ERp5 block: -1; CFTR F508del cor: 3.4

What do the screens show for `CC(C)Cc1nnc(NC(=O)C2CC(=O)N(Cc3ccccc3)C2)s1` (stereo not given)?
DENV2 CPE: -9; ERAP1 HTS inh: -1; Casp6 inh: 4; SIRT5 inh: 1; ERp5 block: -1; CFTR F508del cor: -5.2

Results for Cc1cccc(NC(=O)C(=O)NCCc2c[nH]c3ccccc23)c1C ?
DENV2 CPE: 12; miR-122 sensor: -9; Casp6 inh: 0; SIRT5 inh: -2; ERp5 block: 1; CFTR F508del cor: 0.4

Results for C[C@@H]1CN([C@H](C)CO)C(=O)c2cc(NS(=O)(=O)c3ccccc3)ccc2O[C@H]1CN(C)CC1CC1 ?
DENV2 CPE: 1; miR-122 sensor: -1[16.7 µM]; ERAP1 HTS inh: 2; Casp6 inh: -1; SIRT5 inh: 0; ERp5 block: -1; CFTR F508del cor: -1.2

How did COCCNC(=S)N(CCc1c(C)[nH]c2ccc(F)cc12)Cc1ccco1 do in these assays?
DENV2 CPE: 7; ERAP1 HTS inh: 2; Casp6 inh: -2; SIRT5 inh: -4; ERp5 block: 7; CFTR F508del cor: -0.2

Results for C/C(=N\NC(=O)c1ccc(-c2ccccc2)cc1)c1cccc(N)c1 ?
DENV2 CPE: -4; miR-122 sensor: -20; ERAP1 HTS inh: 5; Casp6 inh: 1; SIRT5 inh: 2; ERp5 block: 3; CFTR F508del cor: -3.1

How did C[C@@H]1CN([C@H](C)CO)C(=O)c2cccc(NC(=O)c3ccc(-c4nccs4)cc3)c2O[C@@H]1CN(C)S(=O)(=O)c1ccccc1 do in these assays?
DENV2 CPE: 13; miR-122 sensor: 2[16.7 µM]; ERAP1 HTS inh: -1; Casp6 inh: 1; SIRT5 inh: 2; ERp5 block: -4; CFTR F508del cor: 2.5

What do the screens show for `COc1ccc(NC(=O)N(C)C[C@@H]2Oc3c(NS(=O)(=O)c4cn(C)cn4)cccc3C(=O)N([C@H](C)CO)C[C@H]2C)cc1`?
DENV2 CPE: 4; miR-122 sensor: 0[16.7 µM]; ERAP1 HTS inh: 4; Casp6 inh: -1; SIRT5 inh: 2; ERp5 block: 2; CFTR F508del cor: -0.4

Results for COc1ccc(NC(=O)N(C)C[C@@H]2Oc3c(NC(=O)Nc4cccc5ccccc45)cccc3C(=O)N([C@H](C)CO)C[C@@H]2C)cc1 ?
DENV2 CPE: 4; miR-122 sensor: -2[16.7 µM]; ERAP1 HTS inh: -2; Casp6 inh: 1; SIRT5 inh: 0; ERp5 block: -4; CFTR F508del cor: 0.7

Results for CCCc1cn(CC[C@@H]2CC[C@H](NC(=O)Nc3ccccc3F)[C@@H](CO)O2)nn1 ?
DENV2 CPE: 2; miR-122 sensor: -6[16.7 µM]; ERAP1 HTS inh: 0; Casp6 inh: -1; SIRT5 inh: 1; ERp5 block: -1; CFTR F508del cor: 0.9

What do the screens show for `COC(=O)CSc1nnc(CNC(=O)c2ccco2)n1-c1ccc(F)cc1`?
DENV2 CPE: -4; miR-122 sensor: 1; ERAP1 HTS inh: 2; Casp6 inh: 2; SIRT5 inh: -8; ERp5 block: -9; CFTR F508del cor: -0.8

What do the screens show for `Cc1ccc(NC(=O)C(CC(C)C)NC(N)=O)cc1Cl` (stereo not given)?
DENV2 CPE: -2; miR-122 sensor: 5; ERAP1 HTS inh: -1; Casp6 inh: 3; SIRT5 inh: -4; ERp5 block: 3; CFTR F508del cor: -0.9
